3CLpro inhibitor = SARS-CoV 3CLpro protease inhibition; P0C6X7; recombinant SARS-CoV 3CLpro, quenched FRET peptide cleavage; inhibition, % at 6 µM; 290,000 compounds, 0.14% hits; AID 1706; in the data active means inhibition above about 12%
Rv3671c inh = Rv3671c (M. tuberculosis) protease inhibition. 320,000 compounds, 0.048% hits. inhibition, % at 5.96 µM; in the data active means inhibition above about 38%;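 further: extracellular domain of Rv3671c used as enzyme; 0% = enzyme with DMSO and 100% = no enzyme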
SSB-PriA inh = inhibitors of Klebsiella pneumoniae PriA binding to SSB C-terminal tail; AlphaScreen SSBct-PriA binding, biotinylated peptide; inhibition, % at 33 µM; 430,000 compounds, 0.6% hits; in the data active means inhibition mostly above about 37%, no sharp cut-off; inactive means mostly below about 20%;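 further: plate controls were negative control peptide for no effect and reference peptide for full effect; strong numbers were not always called active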
MazEF act = activators of E. coli MazEF toxin-antitoxin RNase | FAM/BHQ RNA-DNA oligo cleavage fluorescence, 5 h | activation, % at 20 µM | 350,000 compounds, 0.32% hits | AID 504720; in the data active means activation above about 50%
Anthrax LF prot = anthrax lethal factor protease inhibition | P15917 | multiplex microsphere protease cleavage assay, LF | inhibition, % at 10 µM | 360,000 compounds, 0.12% hits; in the data active means inhibition above about 30%; further: plate controls were buffer without enzyme for full effect and enzyme alone for no effect
VHR inh abs = blocks human VHR1 dual specificity phosphatase; P51452; recombinant VHR phosphatase, pNPP absorbance; inhibition, % at 13.3 µM; 290,000 compounds, 0.52% hits; in the data active means inhibition above about 50%; further: some compounds called inactive have numbers as strong as hits
PfHsp40 yeast = restores yeast growth despite PfHsp40 toxicity. S. cerevisiae expressing PfHsp40, growth rescue, ATP luminescence. growth rescue, % at 12.5 µM. 340,000 compounds, 0.68% hits; in the data active means growth rescue above about 28%, passing the limit was not always enough;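 further: yeast W303a lacking pdr1 and pdr3 grown in galactose medium; growth measured after three days at 30 °C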
Yp Topo-I inh = inhibitors of Yersinia pestis topoisomerase I; Y. pestis Topo-I cleavage product accumulation, plate reader; activity, % at 10 µM; 360,000 compounds, 0.064% hits; AID 504884; in the data active means activity above about 50%, passing the limit was not always enough; further: inactives centre near 2
TcdB inh = inhibitors of Clostridioides difficile toxin B glycohydrolase; P18177; TcdB glycohydrolase enzymatic assay, plate reader; inhibition, % at 9.99 µM; 350,000 compounds, 0.24% hits; in the data active means inhibition above about 10%
Target sequence (P18177 whole entry, looked up): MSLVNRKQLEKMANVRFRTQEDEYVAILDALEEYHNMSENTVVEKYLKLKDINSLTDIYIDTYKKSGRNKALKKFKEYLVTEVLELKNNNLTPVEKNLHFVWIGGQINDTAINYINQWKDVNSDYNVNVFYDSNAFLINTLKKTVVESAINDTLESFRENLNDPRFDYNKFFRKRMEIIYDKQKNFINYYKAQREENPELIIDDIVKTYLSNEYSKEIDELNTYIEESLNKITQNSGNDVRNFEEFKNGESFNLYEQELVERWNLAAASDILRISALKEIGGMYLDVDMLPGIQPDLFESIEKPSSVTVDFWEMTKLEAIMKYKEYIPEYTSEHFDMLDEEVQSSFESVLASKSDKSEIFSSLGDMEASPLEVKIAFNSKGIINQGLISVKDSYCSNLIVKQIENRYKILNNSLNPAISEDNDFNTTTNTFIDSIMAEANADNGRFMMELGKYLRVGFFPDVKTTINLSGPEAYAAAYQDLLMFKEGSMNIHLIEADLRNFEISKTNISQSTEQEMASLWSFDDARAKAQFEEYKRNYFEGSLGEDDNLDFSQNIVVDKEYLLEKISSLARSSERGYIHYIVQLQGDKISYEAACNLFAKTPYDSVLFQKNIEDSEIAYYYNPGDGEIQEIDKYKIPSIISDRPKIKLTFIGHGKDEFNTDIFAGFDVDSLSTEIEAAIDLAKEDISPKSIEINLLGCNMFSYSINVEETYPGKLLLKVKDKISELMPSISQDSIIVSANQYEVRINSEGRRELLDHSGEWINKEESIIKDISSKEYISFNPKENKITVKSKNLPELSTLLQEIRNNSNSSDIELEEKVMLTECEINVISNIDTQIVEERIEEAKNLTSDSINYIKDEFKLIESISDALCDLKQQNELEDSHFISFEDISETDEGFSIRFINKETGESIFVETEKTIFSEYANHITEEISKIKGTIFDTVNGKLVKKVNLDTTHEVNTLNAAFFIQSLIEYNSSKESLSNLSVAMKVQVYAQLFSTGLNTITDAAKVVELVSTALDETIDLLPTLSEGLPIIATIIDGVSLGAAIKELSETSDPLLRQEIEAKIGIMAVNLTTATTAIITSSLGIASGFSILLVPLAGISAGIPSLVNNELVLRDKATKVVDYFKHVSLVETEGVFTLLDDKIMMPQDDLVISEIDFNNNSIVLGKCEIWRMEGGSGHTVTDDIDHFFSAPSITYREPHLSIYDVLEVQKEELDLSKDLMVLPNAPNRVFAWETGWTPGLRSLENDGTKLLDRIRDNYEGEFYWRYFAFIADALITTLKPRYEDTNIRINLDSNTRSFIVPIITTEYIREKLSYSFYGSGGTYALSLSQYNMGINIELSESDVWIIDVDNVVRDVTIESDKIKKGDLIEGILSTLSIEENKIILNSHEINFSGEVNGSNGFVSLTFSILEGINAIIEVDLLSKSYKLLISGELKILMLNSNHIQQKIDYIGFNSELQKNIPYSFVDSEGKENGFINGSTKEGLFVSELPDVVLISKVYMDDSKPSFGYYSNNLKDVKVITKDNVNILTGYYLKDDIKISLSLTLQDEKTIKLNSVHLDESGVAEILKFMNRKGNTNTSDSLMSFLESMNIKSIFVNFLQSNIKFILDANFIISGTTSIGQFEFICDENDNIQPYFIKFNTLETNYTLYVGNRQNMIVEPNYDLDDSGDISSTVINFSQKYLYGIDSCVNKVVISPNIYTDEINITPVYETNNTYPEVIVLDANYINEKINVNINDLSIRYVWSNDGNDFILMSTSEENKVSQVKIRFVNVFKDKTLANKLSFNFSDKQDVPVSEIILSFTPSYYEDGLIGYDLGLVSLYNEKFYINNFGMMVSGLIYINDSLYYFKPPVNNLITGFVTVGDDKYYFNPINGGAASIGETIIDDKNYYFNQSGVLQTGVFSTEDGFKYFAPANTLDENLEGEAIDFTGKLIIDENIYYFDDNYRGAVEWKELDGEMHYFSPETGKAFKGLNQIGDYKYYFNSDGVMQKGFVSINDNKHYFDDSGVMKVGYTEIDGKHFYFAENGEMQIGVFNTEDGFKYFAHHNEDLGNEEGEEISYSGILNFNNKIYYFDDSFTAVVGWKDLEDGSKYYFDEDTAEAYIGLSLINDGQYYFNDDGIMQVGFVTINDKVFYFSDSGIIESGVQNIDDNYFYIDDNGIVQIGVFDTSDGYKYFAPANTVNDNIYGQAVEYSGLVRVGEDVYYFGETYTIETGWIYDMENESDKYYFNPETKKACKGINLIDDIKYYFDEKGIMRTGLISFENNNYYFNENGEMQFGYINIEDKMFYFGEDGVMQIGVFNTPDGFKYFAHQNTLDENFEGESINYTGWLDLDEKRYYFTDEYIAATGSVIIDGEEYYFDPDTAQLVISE
Vc quorum ag = inducers of Vibrio cholerae quorum light production without autoinducers. V. cholerae BH1578 lux reporter, luminescence, 6 h. activation, % at 18.7 µM. 350,000 compounds, 0.16% hits. AID 588436; in the data active means activation mostly above about 9.7%, no sharp cut-off; further: not every result past the cut was called active; inactives centre near 0; reference of the scale not given here
* hit, by the source's call; i = inactive; · = not tested or not shown; & = joins results of further samples. Not all compounds are listed, so the mix of outcomes need not match the whole.

SMILES	3CLpro inhibitor	Rv3671c inh	SSB-PriA inh	MazEF act	Anthrax LF prot	VHR inh abs	PfHsp40 yeast	Yp Topo-I inh	TcdB inh	Vc quorum ag
COc1ccc(C(=O)O)cc1S(=O)(=O)NCc1cccnc1	2	4	3	1	10	-8	0.4	2	0.7	i
Cc1[nH]c2ccccc2c1/C=C/c1nc2ccccc2c(=O)[nH]1	-4	-1	-4	4	-2	4	1.0	-34	1.6	i
O=C(O)C=Cc1c[nH]c2nccnc12	·	·	·	6	-4	·	·	-2	-0.1	i
COC(=O)c1ccc(NC(=S)NN2CCCCC2c2cccnc2)cc1 (stereo unspecified)	9	-5	-6	-2	16	6	-0.6	27	1.1	i
CCOC(=O)c1ccc(S(=O)(=O)N2CCN(C(=O)c3ccccn3)CC2)cc1	·	-7	-17	4	-2	·	-0.2	0	-0.4	i
Cc1csc(NC(=O)CSc2nnc(-c3cc(C)on3)o2)n1	0	-4	3	7	-1	-13	-0.2	5	-2.2	i
O=C(O)/C=C/C(=O)Nc1ccccc1SC(F)(F)C(F)(F)C(F)(F)F	5	4	-15	-3	-2	14	-0.8	-13	0.1	-0.3
COc1ccc(Cn2c(=O)[nH]c3cc(C(=O)NCCCN4CCCCCC4)ccc3c2=O)cc1	2	-13	-7	2	-4	12	0.7	0	1.3	-0.5
COCCN1CCN(C(=O)C2CCC(=O)N(Cc3ccccc3OC)C2)CC1 (stereo unspecified)	-4	3	-5	-1	-2	1	-0.2	-9	2.2	i
COc1cccc(C2Cc3ccccc3C(=O)O2)c1 (stereo unspecified)	4	-12	-9	3	-2	-23	0.8	-1	·	0.1

Complete entries, quoted from the list. Order of screens: 3CLpro inhibitor, Rv3671c inh, SSB-PriA inh, MazEF act, Anthrax LF prot, VHR inh abs, PfHsp40 yeast, Yp Topo-I inh, TcdB inh, Vc quorum ag
`COc1ccc(Cn2c(=O)[nH]c3cc(C(=O)NCCCN4CCCCCC4)ccc3c2=O)cc1` is listed as 2, -13, -7, 2, -4, 12, 0.7, 0, 1.3, -0.5
`COc1cccc(C2Cc3ccccc3C(=O)O2)c1` (stereo unspecified) is listed as 4, -12, -9, 3, -2, -23, 0.8, -1, ·, 0.1
`COC(=O)c1ccc(NC(=S)NN2CCCCC2c2cccnc2)cc1` (stereo unspecified) is listed as 9, -5, -6, -2, 16, 6, -0.6, 27, 1.1, i
`O=C(O)C=Cc1c[nH]c2nccnc12` is listed as ·, ·, ·, 6, -4, ·, ·, -2, -0.1, i
`Cc1csc(NC(=O)CSc2nnc(-c3cc(C)on3)o2)n1` is listed as 0, -4, 3, 7, -1, -13, -0.2, 5, -2.2, i

(more compounds)
SMILES	3CLpro inhibitor	Rv3671c inh	SSB-PriA inh	MazEF act	Anthrax LF prot	VHR inh abs	PfHsp40 yeast	Yp Topo-I inh	TcdB inh	Vc quorum ag
CC(C)(C)OC(=O)C[C@H]1C/C=C\C[C@@H](CC(=O)N(CCO)Cc2ccccc2)C(=O)N[C@H](C(C)(C)C)COC1=O	·	0	2	0	1	·	0.5	17	1.5	-1.2
NC(=O)NC(CC(=O)OCC(=O)Nc1nnc(-c2ccccc2)o1)c1ccc(Cl)cc1 (stereo unspecified)	·	·	·	-3	-2	·	·	2	-0.4	-3.7
Cc1ccc(C(=O)N[C@H](C(=O)OCC(=O)NC2CCS(=O)(=O)C2)C(C)C)cc1 (stereo partly specified)	0	-1	-17	5	0	21	3.6	2	·	-0.2
CC1CCN(S(=O)(=O)c2ccc3[nH]c(=O)cc(C(=O)O)c3c2)CC1	2	-1	-10	9	-22	6	-0.4	7	·	i
CCOC(=O)C(=CNc1nc(-c2ccccc2)c(C(=O)Nc2ccc(-c3ccccc3)cc2)s1)C(=O)OCC	1	-10	-6&1	0	2	6	0.8	8	1.6	-2.1
CC1(C)CC(=O)c2cnc(NC(=O)CSC(=S)N3CCCCC3)nc2C1	3	1	-18	5	8	-7	0.0	5	3.5	-0.4
COC(=O)c1c(NC(=O)c2cccnc2)sc(C(=O)N(C)C)c1C	2	2	-2	-6	-3	2	-1.2	-4	1.6	-0.3
COc1cc(NC(=O)C2=C(C)OCCS2)c(Cl)cc1C(=O)NCCN(C)C	-5	-2	13	3	-4	44	0.1	-1	1.1	34*
CN1C(=O)C(O)(C2OC(C)(C)CCC2=O)c2ccccc21 (stereo unspecified)	2	1	0	3	-3	12	-1.6	-4	·	-0.4
C#CCN(C)CC/C=C1\c2ccccc2CSc2ccccc21	-1	-6	-1	-12	-4	-27	-0.1	34	4.4	-1.4
Cc1nn(C)c(C(=O)Nc2ccc(Br)cc2F)c1Br	0	-5	1	0	1	-4	1.3	-5	·	-0.3
Cc1ccc(-n2nnnc2-c2cnoc2-c2cccc(F)c2)cc1	-1	0	2	7	1	30	-0.7	0	·	-0.3
Cc1oc(-c2cccs2)nc1CNC[C@H]1O[C@@H](n2cnc(C(N)=O)n2)[C@H](O)[C@@H]1O	·	·	3	3	0	·	-1.2	-1	0.6	-0.5
COc1ccccc1NC(=O)Nc1nc(CC(=O)N2CCN(c3ccccc3F)CC2)cs1	·	-13	4	-11	·	·	0.0	-6	-0.3	-1.4
CCOc1cc(NC(=O)CCl)c(OCC)cc1NC(C)=O	1	-9	-11	13	1	3	-2.0	1	0.2	i
CC(C)Oc1cccc(C(=O)C2CCCN(C(=O)c3ccsc3)C2)c1 (stereo unspecified)	-1	7	-5	5	6	39	0.6	6	-0.1	-0.3
CC(C)n1cnc2cc(NCc3nc4ccccc4n3C)ccc21	-6	-10	-9	-2	0	29	-0.2	-4	·	-0.2
O=C(CCCN1C(=O)CCC1=O)Nc1ccc(Cl)c(C(F)(F)F)c1	0	1	-15	11	3	24	-1.8	7	·	1.1
COc1ccc(CN(C)CCCn2cnc3c(SC)ncnc32)cc1OC	·	·	·	16	-2	·	·	-3	-0.5	-1.1
O=C1C(=O)N(CCN2CCOCC2)C(c2ccc([N+](=O)[O-])cc2)/C1=C(/O)c1ccc2c(c1)OCO2 (stereo unspecified)	0	-1	·	0	-1	-11	1.9	4	1.6	-0.4
COc1ccc(OCCn2ccnc2)cc1	-1	5	0	6	-7	14	0.3	9	0.5	i
COc1ccc(CNC(=O)c2coc(=O)c3ccccc23)c(OC)c1	-1	-14	-7	3	-4	14	0.1	-9	0.3	3.3
CC(Sc1nc2ccccc2n1C)C(=O)Nc1ccc(N2CCOCC2)cc1 (stereo unspecified)	-3	4	8	1	-2	8	0.4	10	13*	-0.5
O=C(CCn1nc(-c2ccccc2)c2ccccc2c1=O)NN1CCOCC1	8	6	-12	2	-2	29	0.4	-10	0.0	1.8
O=C(O)c1ccc(N/N=C/c2ccc(-c3ccc(Cl)cc3Cl)o2)cc1	7	25	i	-11	-9	13	11	-13	0.2	-0.2
O=C(NCCCN1CCOCC1)C1CCC(=O)N1C1CCCCC1 (stereo unspecified)	5	4	-14	1	0	0	-0.9	11	·	-0.2
CC1ON=C(c2ccccn2)N(Cc2ccc(S(C)(=O)=O)cc2)C1=O (stereo unspecified)	·	·	·	·	-1	·	·	-5	0.9	-0.4
Cc1cc2cc(C)c3nnc(SCc4ccccn4)n3c2cc1C	-2	-11	-6	10	-3	28	0.3	-8	0.3	i
Cc1cc(=O)[nH]c(SCC(=O)Nc2ccc(S(=O)(=O)N3CCCCC3)cc2)n1	2	-6	-1	0	-9	16	-1.0	-13	·	·
CC(C)n1cnnc1SCC(=O)NNC(=O)COc1ccc(Cl)cc1	·	4	-8	-7	·	·	-0.7	7	1.3	i
O=C(CN1CCN(c2ncc(C(F)(F)F)cc2Cl)CC1)Nc1ccc2c(c1)OCO2	-9	-1	6	-6	-3	-11	0.1	17	0.3	i
CCOC(=O)COc1ccc(S(=O)(=O)Nc2ccc3c(c2)OCO3)cc1	5	8	6	-12	-5	-15	0.4	-1	·	-6.2
Cc1nc(NC(=O)CSc2nc(N)cc(N)n2)sc1C	-2	3	12	5	-3	43	2.0	2	0.7	-0.3
CCCn1c(C)cc(/C=C(\C#N)C(=O)OCC(=O)Nc2ccc(OC)c(Cl)c2)c1C	-1	-23	2	-7	-4	13	-2.1	-9	·	-0.2
N/C(=N\OC(=O)COc1ccc(Br)cc1)c1cccc([N+](=O)[O-])c1	2	6	·	-9	11	33	-0.9	-5	-1.2	-1.6
O=C1c2ccccc2NC(c2ccc(-c3cccs3)o2)N1O (stereo unspecified)	·	-7	-4	4	-1	·	58*	2	1.3	i
O=C(O)c1cccc(-n2cccc2/C=C2/NC(=O)N(Cc3ccccc3F)C2=O)c1	-4	-4	-12	-28	2	10	-0.2	10	0.2	-1.2
O=C(CN(c1cc(Cl)ccc1Cl)S(=O)(=O)c1ccccc1)N1CCOCC1	-1	1	14	5	-1	22	-1.9	0	0.3	-0.5
c1ccc(-c2cnc(CN3CCN(c4ccccc4)CC3)o2)cc1	4	-7	6	-1	10	22	-0.8	14	-1.0	-9.4
Nc1c(C(=O)NC2CCCCC2)nsc1C(=O)OCC(=O)NC1CCCCC1	2	-5	-14	-5	-2	21	0.6	2	·	-0.4
COc1ccc(C(=O)N(C)Cc2ccon2)cc1OC1CCN(C(C)C)CC1	-1	-6	-9	1	2	22	-0.6	7	0.1	-0.3
CC(C)Oc1ccc(C2CC(=O)NC2=O)cc1 (stereo unspecified)	4	·	-5	-19	-8	12	-1.5	-4	0.8	-0.3
CCc1ccc(N/C(SC)=C(/C#N)C(N)=O)cc1	0	-3	-4	-9	-2	18	-0.2	7	-0.9	i
CCOc1ccc(/C=C/C(=O)OCC(=O)c2ccccc2OC)cc1OC	·	-6	-11	-9	-1	·	0.6	6	·	i
c1cncc(CNCCc2c[nH]c3ccccc23)c1	1	2	3	0	-3	-1	-0.9	6	0.4	-0.3
CC(Oc1ccc(Cl)cc1Cl)C(=O)NNC(=O)C(=O)N1CCCCC1 (stereo unspecified)	2	-7	-12	2	-1	8	0.2	0	·	-1.7
COc1ccc(-c2noc(COc3ccc4c(c3)OCO4)n2)cc1OC	1	-8	-8	-2	1	-15	-2.9	21	·	i
O=S(=O)(NCc1cccc(C(F)(F)F)c1)NCc1ccccc1F	-1	-8	-8	-2	-1	16	3.1	3	-0.6	-0.5
CCC(C)(C(=O)NC1CCCCC1)N(Cc1ccco1)C(=O)c1ccc2c(c1)OCO2 (stereo unspecified)	-3	-4	-3	-3	1	6	0.0	8	·	-0.1
COC(=O)C[C@@H]1C[C@@H]2c3cc(NS(=O)(=O)c4ccc(F)cc4)ccc3O[C@@H]2[C@H](CO)O1	·	·	·	6	0	·	·	9	1.3&0.5	-2.1
(cont.)
SMILES	3CLpro inhibitor	Rv3671c inh	SSB-PriA inh	MazEF act	Anthrax LF prot	VHR inh abs	PfHsp40 yeast	Yp Topo-I inh	TcdB inh	Vc quorum ag
CC(OC(=O)CN1C(=O)COc2ccccc21)C(=O)NCc1ccc(F)cc1 (stereo unspecified)	-7	-7	5	-17	-2	24	-1.0	-6	-3.2	-0.3
Clc1ccccc1Nc1ncnc(-n2cccc2)n1	-3	-1	-33	-8	-6	17	-1.2	1	·	0.4
O=C(c1ccc(Oc2ccc(Cl)cc2)c([N+](=O)[O-])c1)N1CCCC1	3	9	11	1	-6	10	0.5	13	0.3	-0.1
COc1cc(/C=C/C(=O)OCC(=O)NCCC2=CCCCC2)cc(OC)c1OC	·	-3	-6	0	-1	·	2.5	22	0.0	·
CN1CCN(C(=O)c2ccccc2-c2ccccc2C(=O)O)CC1	0	-1	-2	0	2	0	0.5	8	·	-0.4
CC(OC(=O)Cn1[nH]c(=O)c2ccccc2c1=O)C(=O)Nc1ccc(F)cc1Cl (stereo unspecified)	·	-6	-11	-5	-4	·	-0.1	-2	1.4	i
CC(CCc1ccccc1)NC(=O)C(=O)NCCO (stereo unspecified)	0	1	-7	8	-2	3	-0.3	8	·	-12
Nc1nc(CSCCO)nc(Nc2ccc(F)cc2)n1	5	3	-4	5	4	-25	0.1	-2	·	i
O=C1NC(NS(=O)(=O)c2ccccc2)(C(F)(F)F)C(=O)N1CCc1ccccc1 (stereo unspecified)	2	2	1	1	-1	35	-0.8	5	1.1	-0.2
COc1ccc(N2CCN(CC(=O)c3c[nH]c4ccccc34)CC2)cc1	5	0	1	15	6	13	-0.5	-7	-0.2	-1.9
